Bioassay records (PubChem BioAssay)
CR mimetic SO – caloric restriction mimetics inhibiting age-related superoxide in yeast; 0.18% of 330,000 active; superoxide response (% of plate mean), % at 10 µM; AID 2690; S. cerevisiae aged cells, superoxide DHE fluorescence; stronger effect = lower value;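 active = superoxide response under a set limit, about three screen SD below normal, cut at about 65% in these data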;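 note: yeast aged for seven days with compound at 30 °C before DHE staining; 100% = average MFI of all compound-treated wells on the plate with controls excluded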
GLD-1 TGE inh – GLD-1-TGE RNA interaction inhibition (C. elegans); Q17339; purified GLD-1 + fluorescein TGE RNA, fluorescence polarization; inhibition, % at 5.96 µM; 0.44% of 320,000 active; AID 2280;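 active = percent inhibition above a per-plate cutoff, the plate mean of test compounds plus 3 SD, cut at about 30% in these data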;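 note: 0% = DMSO wells with GLD-1 and probe and 100% = wells lacking GLD-1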
MEX-5 binding – C. elegans MEX-5 TCR-2 RNA binding activity. activity score (negative = inhibition of binding), % at 10 µM. MEX-5/FITC-TCR2 RNA binding, fluorescence polarization; stronger effect = lower value. 0.38% of 300,000 active. AID 1832;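 active = inhibition past about -25% in most replicates, and total fluorescence under double the plate's negative control median, limit read from the data; inconclusive = replicates evenly split on the limit, or fluorescence at least double controls; inactive = too little inhibition in most replicates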;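 note: 0% = DMSO and -100% = 5 µM competing unlabeled TCR2 RNA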
VLA-4 inh – inhibition in a human VLA-4 binding assay | P13612 | VLA-4 expressing cells, ligand binding flow cytometry | inhibition, % (about 7 µM as worked out from the volumes in the protocol) | 0.2% of 330,000 active; in the data active = inhibition above about 50%
CIT2 TOR yeast – alters CIT2-GFP fluorescence in TOR pathway yeast screen | S. cerevisiae CIT2-GFP strain, flow cytometry, 3 h; 100 means same as DMSO wells | 0.065% of 320,000 active | GFP response vs DMSO, % at 10 µM | AID 2029;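 active = GFP response relative to DMSO above a set limit, near the screen mean plus 3 SD, cut at about 150% in these data; inconclusive = Fewer than 70 cells measured for a yeast strain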;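 note: ratio of well median GFP fluorescence to mean of DMSO wells on the plate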
AGP1 TOR yeast – yeast TOR pathway AGP1-GFP modulation; GFP response vs DMSO, % at 10 µM; 0.02% of 320,000 active; S. cerevisiae AGP1-GFP multiplex flow cytometry, 3 h; GFP as percent of DMSO wells;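 active = GFP response relative to DMSO above a set limit, near screen average plus 3 SD, cut at about 150% in these data; inconclusive = fewer than 70 cells counted for the yeast strain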;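 note: median GFP channel fluorescence of the gated AGP1 strain per well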
Bcl-xL primary – inhibitors of human Bcl-xL | Q07817 | GST-Bcl-xL / FITC-Bim BH3 peptide fluorescence polarization | inhibition, % at 10.9 µM | 0.7% of 320,000 active | AID 2129;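 active = inhibition above the mean of all tested compounds plus 3 SD, cutoff set per campaign, cut at about 30% in these data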;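 note: 0% = DMSO wells and 100% = unlabeled Bim-BH3 peptide competitor; inhibitors lower millipolarization by displacing the labeled peptide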
Target sequence (Q07817 whole entry, looked up): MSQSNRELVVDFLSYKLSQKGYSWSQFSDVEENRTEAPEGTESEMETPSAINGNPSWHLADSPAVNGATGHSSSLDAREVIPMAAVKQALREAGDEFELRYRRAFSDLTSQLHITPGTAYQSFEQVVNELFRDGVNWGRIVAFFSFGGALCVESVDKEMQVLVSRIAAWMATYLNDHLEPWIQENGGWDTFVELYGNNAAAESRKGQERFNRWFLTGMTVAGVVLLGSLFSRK
GRK2 inh – blocks RNA aptamer binding to human GRK2; P25098; bead flow cytometry, FAM-aptamer displacement from GRK2; inhibition of aptamer binding, % at 10 µM; 0.59% of 330,000 active;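 active = inhibition of aptamer binding above 40%, roughly 3 SD of noise, on plates passing a quality check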;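 note: median bead fluorescence of bound FAM aptamer so fluorescent compounds give negative values; no value below 0 was filed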
Target sequence (P25098 whole entry, looked up): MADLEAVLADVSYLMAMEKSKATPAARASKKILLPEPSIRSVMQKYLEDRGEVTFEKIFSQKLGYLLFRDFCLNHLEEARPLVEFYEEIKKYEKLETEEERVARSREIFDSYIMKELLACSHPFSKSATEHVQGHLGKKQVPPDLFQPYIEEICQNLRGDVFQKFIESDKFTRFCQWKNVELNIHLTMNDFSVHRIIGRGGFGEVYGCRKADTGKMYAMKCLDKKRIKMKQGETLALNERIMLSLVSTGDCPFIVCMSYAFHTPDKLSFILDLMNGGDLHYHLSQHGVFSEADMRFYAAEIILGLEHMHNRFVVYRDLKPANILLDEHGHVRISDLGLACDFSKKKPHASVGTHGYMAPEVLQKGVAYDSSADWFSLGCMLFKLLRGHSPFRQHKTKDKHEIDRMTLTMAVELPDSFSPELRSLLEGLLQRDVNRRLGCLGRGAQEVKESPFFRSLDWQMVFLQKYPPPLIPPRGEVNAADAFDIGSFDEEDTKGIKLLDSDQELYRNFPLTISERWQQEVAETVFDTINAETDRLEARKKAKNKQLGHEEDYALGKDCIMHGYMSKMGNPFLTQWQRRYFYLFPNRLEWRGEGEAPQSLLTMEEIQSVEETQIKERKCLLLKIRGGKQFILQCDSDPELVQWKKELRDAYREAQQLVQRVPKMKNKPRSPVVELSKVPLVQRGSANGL
MCL1 BIM primary – disrupts human MCL1 binding to BIM-BH3 peptide | Q07820 | GST-MCL1 / FITC-Bim-BH3 fluorescence polarization | inhibition, % at 10.9 µM | 0.68% of 320,000 active | AID 2057;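 active = inhibition above the mean inhibition of all tested compounds plus 3 SD, set per campaign, cut at about 40% in these data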;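 note: 0% = DMSO wells and 100% = unlabeled Bim-BH3 peptide control; higher means more loss of mP so more displacement of Bim peptide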
Starred values were filed as active, the others as inactive; ? = inconclusive; / = no result given.

item	mol	CR mimetic SO	GLD-1 TGE inh	MEX-5 binding	VLA-4 inh	CIT2 TOR yeast	AGP1 TOR yeast	Bcl-xL primary	GRK2 inh	MCL1 BIM primary
1	CC1CCCN(S(=O)(=O)c2ccc(NC(=O)C3CCN(C(=O)c4ccco4)CC3)cc2)C1 (centres undefined)	99	2	1.1	2	95	97	2	13	7
2	COc1ccc(NC(=O)c2ccc(COCC(F)(F)C(F)F)cc2)cc1OC	95	2	-0.5	6	111	112	7	0	-3
3	COc1cc2c(cc1OC)C(SC)=NC(C)(C)C2	106	-4	-0.8	31	65	71	1	4	-3
4	CC(C)CC1NC(=O)N(CC(=O)N2CCN(S(=O)(=O)c3ccc(Cl)cc3)CC2)C1=O (centres undefined)	105	-8	-1.7	-42	108	100	6	4	-13
5	Cc1ccc(C(=O)N2CCCC(N(C)Cc3ccccc3)C2)s1 (centres undefined)	112	/	-1.6	27	92	75	/	0	/
6	COc1ccc(C(=O)OCC(=O)NC(C)CCc2ccccc2)cc1 (centres undefined)	141	-7	1.6	-22	81	85	4	1	-2
7	CCOC(=O)n1c(=O)oc2ccc(Cl)cc21	102	2	2.1	-8	95	/	4	1	9
8	CC[C@@H](C)C(NC(=O)OC(C)(C)C)c1cn([C@@H](CCC(=O)OC(C)(C)C)C(=O)N2CCN(C(=O)OC(C)(C)C)CC2)nn1 (some centres undefined)	/	2	-0.2	/	/	/	1	/	4
9	Cc1cccc(NS(=O)(=O)c2cccc(C(=O)Nc3cccc(C(=O)O)c3)c2)c1	111	11	2.0	0	103	105	9	5	-1
10	Nc1ccccc1SC1CC(=O)N(c2ccc(Cl)c(Cl)c2)C1=O (centres undefined)	98	-6	2.8	2	98	94	-4	1	1
11	Nc1nnnn1/N=C/c1ccccc1OCc1ccc(Cl)cc1	93	4	0.6	16	104	102	8	74*	5
12	CC(=O)Nc1ccc(NC(=O)CSCc2cnn(-c3ccccc3)c2-n2cccc2)cc1	100	1	1.2	24	101	98	2	1	5
13	Cc1cc(Nc2ccc(F)cc2)nc(N)n1	93	6	0.8	2	110	104	5	3	8
14	Cc1nc2c(cnn2-c2ccccc2Cl)c(=O)n1-c1ccc(N2CCC(C)CC2)cc1	96	-8	3.1	1	90	95	2	3	8
15	CC(=O)NCC1CCCN(C(=O)c2oc3c(F)cccc3c2C)C1 (centres undefined)	104	5	1.7	35	109	105	6	1	-3

Further compounds follow:
item	mol	CR mimetic SO	GLD-1 TGE inh	MEX-5 binding	VLA-4 inh	CIT2 TOR yeast	AGP1 TOR yeast	Bcl-xL primary	GRK2 inh	MCL1 BIM primary
16	Nc1nonc1-n1nnc(C(=O)N/N=C/c2cccc(Cl)c2)c1CSc1ccccc1	111	4	-0.4	9	100	109	4	0	-3
17	C/C=C/c1c(F)c(F)c(Oc2ccc(C(=O)O)cc2)c(F)c1F	117	8	-0.2	-3	88	/	7	5	11
18	CN1CCN(c2ccc(NC(=O)COc3ccccc3Cl)cc2)CC1	111	-4	4.5	40	99	/	-1	0	-9
19	Cc1oc(-c2ccccc2F)nc1CSCC(=O)NCc1ccc2c(c1)OCO2	101	1	-1.1	13	87	97	4	0	0
20	O=C(N1CCOCC1)N1CCN(S(=O)(=O)N2CCCCC2)CC1	92	6	-0.3	0	89	83	4	0	8
21	Cc1ccc(S(=O)(=O)N2CCCC2C(=O)N2CCCCCC2)cc1 (centres undefined)	102	-2	2.1	3	108	111	3	2	11
22	CC(C)N(C(=O)Cn1cc(S(=O)(=O)CC(=O)N2CCOCC2)c2ccccc21)C(C)C	91	1	1.7	8	/	94	-3	1	-8
23	O=C1NC2=C(CCc3ccccc32)C(c2ccccc2)N1 (centres undefined)	109	-2	2.4	-21	103	104	19	2	22
24	CSC(=NCCCN1CCOCC1)NS(=O)(=O)c1cccs1	108	-4	1.1	16	106	106	5	2	5
25	OC(CNCCc1ccc(Cl)cc1)COc1cc(Cl)ccc1Cl (centres undefined)	108	-6	2.7	7	98	98	3	0	-7
26	COc1ccc(COC(=O)c2c(C)nn(-c3ccccc3)c2Cl)cc1	96	6	-0.7	0	90	91	5	0	6
27	CCCn1c(SCC(=O)NC2CCCC2)nc2c1c(=O)n(C)c(=O)n2C	96	-1	-1.8	9	83	92	1	0	-2
28	COc1ccc(N2CCN(C(=O)c3cc(=O)c4cc(C)cc(C)c4o3)CC2)cc1	121	4	-0.7	16	103	99	-5	1	0
29	NC(=O)C1=C[C@@H](C2CCCCC2)C[C@@H](OCc2ccc(CO)cc2)O1	96	-2	-3.9	-11	97	90	10	3	10
30	COc1ccc(CCNC(=O)CN(c2ccccc2)S(C)(=O)=O)cc1OC	93	4	-1.1	14	93	94	1	3	8

Next entries follow:
no.	structure	CR mimetic SO	GLD-1 TGE inh	MEX-5 binding	VLA-4 inh	CIT2 TOR yeast	AGP1 TOR yeast	Bcl-xL primary	GRK2 inh	MCL1 BIM primary
31	COc1cccc(Nc2nc3ccccc3nc2NS(=O)(=O)c2ccc(NC(C)=O)cc2)c1	109	11	0.7	-22	104	103	11	1	4
32	COc1cc(Cl)c(C)cc1NC(=O)COC(=O)C(NS(=O)(=O)c1ccc(Cl)cc1)C(C)O (centres undefined)	94	1	3.0	6	94	96	6	2	0
33	O=C(Nc1cc(Cl)ccc1N1CCCC1)C1=NN(c2ccccc2)C(=O)CC1	90	0	/	-3	103	101	6	0	0
34	CN(C)c1nc(SCC#N)nc(N2CCOCC2)n1	96	-2	0.1	-5	98	95	-3	0	-8
35	CN(CC(=O)Nc1ccccc1Oc1ccccc1)Cc1ccccc1F	97	-5	0.5	-2	103	102	6	3	2
36	CC(=O)C[C@H](O)CC(=O)[C@@H]1OC(=O)CCCCCc2ccccc21	102	0	/	-11	103	98	/	3	/
37	O/N=C(/c1ccc(Cl)cc1)C1CC1c1ccccc1 (centres undefined)	118	-2	-0.3	9	90	96	1	0	-1
38	O=C(O)CCn1c(=O)c2ccccc2c2ccccc2c1=O	99	1	2.9	1	108	109	3	0	3

(listing goes on)
no.	structure	CR mimetic SO	GLD-1 TGE inh	MEX-5 binding	VLA-4 inh	CIT2 TOR yeast	AGP1 TOR yeast	Bcl-xL primary	GRK2 inh	MCL1 BIM primary
39	Fc1ccc2nc3n(c2c1F)CCCCCC3	91	0	2.6	22	92	103	8	0	8
40	CCCn1c(=O)c2[nH]cnc2n(-c2ccccc2C)c1=O	139	4	0.3	12	101	105	7	5	-2
41	Cc1cccc(NC(=O)C2CCCN(C(=O)NCc3ccccc3)C2)c1C (centres undefined)	107	-6	-4.0	3	97	102	6	2	0
42	CC(C)NC(=O)C(=O)NC1CCCCCC1	93	-1	-2.9	-1	101	91	4	54*	-1
43	Cc1ccc(-c2nn(-c3ccccc3)cc2C(=O)O)o1	108	18	-6.4	5	94	97	29	2	25
44	CCOC(=O)C(C(=O)N(C)Cc1ccccc1)C1CCCCC1 (centres undefined)	99	-4	-0.6	3	101	98	-2	0	-6
45	CCOP1(=O)C=C(C(C)(C)C)OC1c1ccc(F)cc1 (centres undefined)	92	-5	-1.0	5	93	93	2	2	-1
46	Cc1ccc(NC(NC(=O)c2ccccn2)C(Cl)(Cl)Cl)cc1 (centres undefined)	95	2	0.0	-10	105	103	0	0	-2

Remaining list, next part
no.	structure	CR mimetic SO	GLD-1 TGE inh	MEX-5 binding	VLA-4 inh	CIT2 TOR yeast	AGP1 TOR yeast	Bcl-xL primary	GRK2 inh	MCL1 BIM primary
47	NC(=O)C1(N2CCCCC2)CCN(Cc2ccccc2Cl)CC1	86	2	0.9	-10	103	104	2	0	0
48	CCCCCc1nnc(NC(=O)CN2C(=O)C3CCCCC3C2=O)s1 (centres undefined)	103	-4	-3.7	8	104	104	4	0	0
49	Cc1cc(C)c(NC(=O)CS(=O)CC(=O)NCCCc2ccccc2)c(C)c1 (centres undefined)	106	2	-3.5	-9	99	104	6	2	4
50	O=C(NNC1=NCCC1)c1cccc(S(=O)(=O)N2CCCC2)c1	76	6	-1.0	-5	104	102	-1	0	-4
51	O=C1C=C(NCc2ccc(Cl)cc2Cl)C2(CCCCC2)O1	85	0	1.1	7	98	104	3	0	9
52	Cn1c(SCC(=O)N2CCc3ccccc3C2)nnc1-c1ccncc1	104	-1	-6.2	18	108	105	-14	0	-35
53	Brc1cc2c(cc1C1Nc3ccccc3C3C=CCC31)OCO2 (centres undefined)	108	7	0.7	7	82	114	7	9	5
54	CN(C)CCNC(=O)Cn1nc(-c2ccc(Cl)cc2)ccc1=O	108	4	5.7	-12	105	105	1	0	-4

(further entries)
no.	structure	CR mimetic SO	GLD-1 TGE inh	MEX-5 binding	VLA-4 inh	CIT2 TOR yeast	AGP1 TOR yeast	Bcl-xL primary	GRK2 inh	MCL1 BIM primary
55	Cc1cccc2cc(CN(CCCN3CCOCC3)Cc3nnnn3C(C)(C)C)c(=O)[nH]c12	102	2	-3.6	8	95	95	6	0	11
56	O=S(=O)(N/N=C\c1ccc2c(c1)OCO2)c1ccc(F)cc1	102	/	2.1	-8	82	89	/	0	/
57	O=C(N1CCC(O)(c2cccnc2)CC1)C12CC3CC(CC(C3)C1)C2	87	-2	2.2	0	/	102	8	0	8
58	C#CCn1c(=NC(=O)c2ccccc2[N+](=O)[O-])sc2cc(S(C)(=O)=O)ccc21	86	1	-0.8	17	94	93	-3	0	-3
59	COc1cc(/C=C2\SC(=Nc3ccc(Cl)c(C(=O)O)c3)NC2=O)c(Br)c(Br)c1O	110	/	?	-29	121	108	/	5	/
60	COc1ccc(NCC(=O)NN=C2CCS(=O)(=O)c3ccc(F)cc32)cc1	91	1	/	0	89	103	/	1	/
61	CCc1c(C)sc(NC(=O)c2ccccc2[N+](=O)[O-])c1C(N)=O	93	-2	-0.4	10	108	101	10	0	14
62	COc1cccc(C(=O)Nc2ccc(NC(=O)C3C4C=CC(C4)C3C(=O)O)cc2)c1 (centres undefined)	96	2	-3.3	2	96	98	-2	0	-7
63	Cc1nnc2ccc(-c3ccc(NS(=O)(=O)c4ccccc4[N+](=O)[O-])cc3)nn12	92	1	/	-10	89	101	10	0	20
